Compound activity (PubChem)
EPAC2 agonist – activates human EPAC2 exchange factor. EPAC2 activation, biochemical qHTS; response scale: 100% = 6.5 mM cAMP response. Potency, µM (top dose mostly 154 µM), without a hit: at the top dose activation, usual class: activators. actives 0.079% (n = 360,000). AID 720711; note: nearly all actives have a fitted effect of over 50% in size
Target sequence (Q8WZA2 whole entry, looked up): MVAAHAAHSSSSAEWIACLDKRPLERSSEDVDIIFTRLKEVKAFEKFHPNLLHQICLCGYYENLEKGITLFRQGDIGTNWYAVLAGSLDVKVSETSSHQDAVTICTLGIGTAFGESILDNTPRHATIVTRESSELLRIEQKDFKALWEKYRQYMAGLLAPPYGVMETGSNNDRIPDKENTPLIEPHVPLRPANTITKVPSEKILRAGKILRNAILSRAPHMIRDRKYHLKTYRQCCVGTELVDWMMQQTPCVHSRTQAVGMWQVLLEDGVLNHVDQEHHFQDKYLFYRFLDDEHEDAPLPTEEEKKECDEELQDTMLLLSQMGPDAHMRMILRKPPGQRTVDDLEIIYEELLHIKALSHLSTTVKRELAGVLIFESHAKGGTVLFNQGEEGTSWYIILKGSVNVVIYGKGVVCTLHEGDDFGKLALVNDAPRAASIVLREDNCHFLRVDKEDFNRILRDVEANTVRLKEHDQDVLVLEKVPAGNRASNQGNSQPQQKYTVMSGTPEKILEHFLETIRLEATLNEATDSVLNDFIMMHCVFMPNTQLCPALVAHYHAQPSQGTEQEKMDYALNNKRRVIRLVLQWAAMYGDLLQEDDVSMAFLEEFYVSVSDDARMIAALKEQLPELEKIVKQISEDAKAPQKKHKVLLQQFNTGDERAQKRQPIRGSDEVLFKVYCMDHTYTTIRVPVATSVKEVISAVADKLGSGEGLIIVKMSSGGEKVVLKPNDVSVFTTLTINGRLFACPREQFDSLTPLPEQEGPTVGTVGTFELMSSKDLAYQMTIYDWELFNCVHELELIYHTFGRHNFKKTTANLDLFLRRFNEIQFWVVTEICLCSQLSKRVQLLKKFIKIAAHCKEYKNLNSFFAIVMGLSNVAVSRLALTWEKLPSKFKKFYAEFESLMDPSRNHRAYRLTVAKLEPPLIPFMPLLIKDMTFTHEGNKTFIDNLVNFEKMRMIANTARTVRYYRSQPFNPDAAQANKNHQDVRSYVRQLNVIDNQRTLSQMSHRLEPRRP
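Each well held 100 nM EPAC2, 250 nM RAP1B-BODIPY-GDP and 50 uM GDP. Fluorescence, read at 5-min intervals to 30 min, was referenced to a 6.5 mM cAMP positive control.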
FUS yeast rescue – FUS proteinopathy suppression in yeast | S. cerevisiae FUS-expressing, growth rescue, OD600, 24 h | Potency, µM (top dose mostly 76.6 µM), for the others: at the highest dose growth rescue (activation), hits mostly activators | actives 0.24% (n = 390,000) | AID 1347120;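 note: plate controls were DMSO vehicle for no effect and reference control for full effect; nearly all actives have a fitted effect of over 55% in size; some results filed as inactive show a strong effect at the top dose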
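Toxicity suppression screen in FUS-yeast. Cells induced with 2% galactose, starting OD 0.005, treated 24hr at 30C with compounds at multiple final concentrations; growth by OD600.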
PTHR1 ag – PTHR1 (human) receptor agonism; Q03431; HEK293 GP2 PTHR1 cells, GloSensor cAMP luminescence, 1 h; Potency, µM (doses to about 115 µM), without a hit: at the highest dose activation, most hits filed as activators; actives 0.075% (n = 410,000); AID 743266; note: nearly all actives have a fitted effect of over 55% in size; some results filed as inactive show a strong effect at the top dose; inactives centre near -15; many of its hits are not listed in these tables
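HEK-293-derived GP2 cells expressing PTHR1 and a GloSensor cAMP reporter, 3,000/well, plated overnight, given luciferin plus IBMX (each 0.5 mM as added) for 1 h at 37 °C, then compound for 1 h at 37 °C. Luminescence was read after 15 min at room temperature.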
EPAC1 agonist – EPAC1 (human) agonism | O95398 | EPAC1 agonist qHTS, biochemical assay; response scale: 100% = response to 6.5 mM cAMP | Potency, µM (series often up to 154 µM), for the others: top-dose activation, most hits filed as activators | actives 0.073% (n = 360,000); note: nearly all actives have a fitted effect of over 60% in size
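Compounds were pinned as a concentration titration into mixtures of EPAC1 (100 nM), BODIPY-GDP-loaded Rap1B (250 nM) and GDP (50 uM). After 5 min at room temperature, fluorescence was followed for 30 min; activity was scaled to 6.5 mM cAMP.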
TDP43 rescue – inhibitors of TDP-43 toxicity in yeast | TDP-43 expressing yeast growth rescue, BacTiter-Glo, 24 h | Potency, µM (doses to about 46.1 µM), for inactives: at the top dose growth rescue (activation), usual class: activators | actives 1.8% (n = 410,000); note: % of control where 0% means no effect; nearly all actives have a fitted effect of over 50% in size
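Galactose-induced TDP-43 yeast, OD600=0.02, compound pinned; 24 hr, 30 deg C; BacTiter-Glo luminescence for growth. Inhibitors of TDP-43 toxicity read as activators.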
aSyn yeast inh – inhibitors of alpha-synuclein toxicity in yeast; Yeast expressing alpha-synuclein, growth rescue, BacTiter-Glo, 24 h; Potency, µM (top dose mostly 46.1 µM), without a hit: at the highest dose growth rescue (activation), hits mostly activators; actives 0.14% (n = 370,000); note: % of control where 0% means no effect; nearly all actives have a fitted effect of over 65% in size
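Galactose-induced alpha-syn yeast (OD600=0.02, raffinose-pregrown) + pinned cpd, 24 hr, 30 deg C; growth by BacTiter-Glo luminescence. Growth restoration scores as activation.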
EPAC1 antag – EPAC1 (human) antagonism; O95398; EPAC1 GEF assay, Rap1b-BODIPY-GDP exchange fluorescence; Potency, µM (titrated, usually from 115 µM), without a hit: top-dose activity change, negative = inhibition, actives largely listed as inhibitors; actives 0.14% (n = 360,000); AID 720709;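 note: plate controls were vehicle for no effect and positive control for full effect; nearly all actives have a fitted effect of over 50% in size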
EPAC2 antag – blocks human EPAC2 exchange factor. Q8WZA2. EPAC2 GEF exchange of Rap1B-BODIPY-GDP, fluorescence. Potency, µM (doses to about 114 µM), inactives show top-dose activity, negative = inhibition, hits mostly inhibitors. actives 0.18% (n = 360,000). AID 720708; note: % is set by controls: 0 for no effect and ±100 for the full control effect; nearly all actives have a fitted effect of over 45% in size; many of its hits are not listed in these tables
Active calls of the source: *; i = inactive; ? = inconclusive; · = not tested or not shown; & = joins results of further samples; [ ] = dose if it differs, or a comment. Calls come from the whole dose curve; as a rule, active = well fitted curve in the direction sought with a large enough effect; inconclusive = small, poorly fitted or top-dose-only effect, or another doubt; inactive = no such curve, though single readings can be large; an effect the other way counts as inactive or inconclusive. Potency is the fitted concentration of half-maximal effect. Some of the compounds tested; rates above refer to the full screens.

SMILES | EPAC2 agonist | FUS yeast rescue | PTHR1 ag | EPAC1 agonist | TDP43 rescue | aSyn yeast inh | EPAC1 antag | EPAC2 antag
C[C@@H]1CCCCO[C@@H](CN(C)Cc2ccc(Cl)c(Cl)c2)[C@@H](C)CN([C@H](C)CO)C(=O)c2cc(NC(=O)Nc3ccccc3)ccc2O1 | 3.1% | 28.2µM* | 4.4% | -14.5% | -3.5% | -2.4% | -11.3% | -12.4%
CCOC(=O)N1CCC(NC(=O)CCC(=O)N2CCOc3ccccc32)CC1 | -1.2% | 1.2% | i | -2.6% | -5.9% | -0.8% | -5.0% | 4.8%
CCOC(=O)c1nn(-c2ccccc2)c(C)c1C(C)=O | 1.2% | 7.0% | i | 2.2% | 0.6% | -10.8% | 0.5% | 6.3%
O=C/C(=C\Nc1ccccn1)c1nc2ccccc2o1 | 8.9% | 42.4% | -51.5%[inhibitor][57.5 µM] | -2.7% | -15.5% | -4.8% | 9.0% | -3.8%
Cc1cc(C(=O)NCC2COc3ccccc3O2)c2ccccc2n1 (centres undefined) | 17.2% | 3.1% | -24.9% | 2.1% | 5.0% | -8.9% | -1.9% | -8.4%
CNS(=O)(=O)c1cn(CC(=O)NCc2ccc(N(C)C)cc2)cc1S(=O)(=O)NC | 5.4% | -0.4% | i | -4.9% | 11.3% | 0.7% | 2.0% | 2.5%
CCOC(=O)C1CCN(C(=O)c2ccco2)CC1 | 4.9% | -2.6% | i | -0.3% | 4.0% | 1.7% | 0.1% | 4.1%
CCCC(=O)Nc1cc(C(=O)N(C)CC(OC)OC)ccc1S(=O)(=O)c1ccc(C)cc1 | 8.7% | 2.1% | i | -0.4% | 9.2% | -1.6% | 3.1% | 3.5%
COc1cc(/C=N/NC(=O)c2cccnc2)ccc1OS(=O)(=O)c1ccc(C)cc1 | 5.9% | -7.4% | -0.8% | -1.6% | -3.9% | -0.3% | 1.8% | 5.5%
CCN(CC)CCCOC(=O)c1ccc(OC)cc1O | 7.9% | 4.4% | i | 12.9% | -7.1%[9.22 µM] | -0.1% | 2.3% | 12.1%
CC(=O)CC1c2cc(F)ccc2C=C(c2ccsc2)N1c1ccc(-c2cccnc2)cc1 (centres undefined) | 2.3% | 42.4% | -61.4%[inhibitor] | 0.6% | ? | -6.4% | 11.1% | -10.2%
CCN(C#N)c1nc(NC(C)C)nc(NC(C)(C)C)n1 | 4.2% | 11.9% | i | 7.6% | 22.8% | -1.3% | -15.1% | 0.9%
Cc1cc(S(=O)(=O)NCCCN2CCOCC2)c(C)cc1Cl | 4.0% | 7.5% | i | 10.1% | 11.8% | -4.5% | -6.0% | 1.2%
COC(=O)C1=C(C(=O)OC)SC2(S1)C(C(=O)OC)=C(C(=O)OC)SC1=C2c2cccc(C)c2NC1(C)C | -0.1% | ? | i | 5.6% | 9.3% | -6.3% | -14.0% | -2.8%
CN1C(=O)C(CC(=O)NCCc2ccccc2)N(NC(=O)c2ccc(Cl)cc2)C1=S (centres undefined) | 2.1% | -3.5% | -56.5%[inhibitor] | 5.8% | 19.7% | 5.7% | -5.6% | -7.8%
COc1ccc(C(=O)COC(=O)/C=C/c2ccccc2[N+](=O)[O-])cc1 | 0.2% | · | -35.7% | -5.9% | 19.2% | 7.6% | 4.8% | 0.5%
Cc1ccc(NC(=O)COC(=O)CC2CC3CCC2C3)cc1S(=O)(=O)N1CCOCC1 (centres undefined) | 8.7% | 27.7% | -29.3% | 0.7% | ? | -7.3% | -28.3% | -7.2%
O=c1[nH]c(C2CCCN(S(=O)(=O)c3cccc(Cl)c3)C2)nc2c1nnn2Cc1ccc2c(c1)OCCO2 (centres undefined) | 10.2% | 35.5% | -17.9% | 17.0% | 17.0% | 4.6% | -8.0% | -17.5%
COc1ccc(O)c(/C=N/n2c(-c3ccco3)csc2=Nc2cccnc2)c1 | 9.1% | · | i | -4.8% | 14.1% | -7.6% | ? | -3.9%
Cc1ccc(N2C(=O)N(CC(=O)Nc3ccc(C)c(C)c3[N+](=O)[O-])C(=O)C2C)cc1 (centres undefined) | 0.4% | 17.7% | -12.0% | -3.8% | 15.4% | -8.4% | -8.8% | 15.5%
CC1(C)CC(=O)C(C=NCCN2CCN(C(=O)C34CC5CC(CC(C5)C3)C4)CC2)=C(O)C1 | -7.1% | 12.4% | -9.4%[57.5 µM] | -8.1% | 4.7% | 11.2% | -12.5% | -0.4%
O=C(N/N=C/c1ccccc1F)c1cccc(NC(=O)c2ccccc2Cl)c1 | 12.1% | 17.1% | i | 7.0% | -0.2% | -2.1% | -15.6% | -2.8%
O=C(/C=C/c1ccccc1F)N1CCN(c2ccccn2)CC1 | 0.3% | -11.7% | i | -6.2% | -0.4% | -1.1% | -19.0% | 2.8%
COC(=O)/C(=C/c1c[nH]c2ccccc12)[N+](=O)[O-] | 4.1% | ? | -13.2%[57.5 µM] | -4.3% | -17.7% | -34.1%[inhibitor] | 5.7% | 6.9%
CC(=O)OC[C@@H]1CN(Cc2ccccc2)C[C@H](n2cnc3c(NC4CC4)ncnc32)O1 | 6.0% | -8.6% | -45.5%[inhibitor] | -2.3% | 22.2% | 2.6% | -7.8% | 7.5%
N#Cc1cc(S(=O)(=O)c2ccccc2)c(N)[nH]c1=O | -12.1% | 10.9% | i | -1.3% | -3.8% | -11.0% | 17.7% | 11.1%
Cc1nn(CC(=O)NCc2ccco2)c(C)c1[N+](=O)[O-] | -4.3% | -2.2% | i | 14.2% | -4.0% | 4.5% | -5.9% | 3.2%
Cc1ccc(OCC(=O)NCCNC(=O)c2ccncc2)cc1C | 0.8% | 3.9% | -1.1% | 2.0% | -3.8% | 0.0% | 9.5% | 4.7%
Cc1ccc(Cl)c(OC(=O)c2nn(C(C)C)c(=O)c3ccccc23)c1 | 7.2% | 14.2% | -19.9% | 8.7% | 14.6% | 4.6% | -13.1% | -26.5%
CCOC(=O)/C=C(C)\C=C\c1c[nH]c2ccccc12 | 21.9% | 17.6% | -40.7%[inhibitor] | 13.5% | ? | -42.3%[inhibitor] | -15.6% | -5.0%
C=C(C)C1CC=C(CN2CCN(Cc3ccccc3)CC2)CC1 (centres undefined) | -0.5% | 14.9% | -91.9%[inhibitor] | -8.1% | -24.6% | ? | 3.5% | 8.7%
CC(C)CC(NC(N)=O)C(=O)Nc1cccc([N+](=O)[O-])c1 (centres undefined) | 7.4% | 3.8% | -1.0% | 0.2% | -5.9% | -4.1% | -6.0% | 3.0%
O=C(Cc1c[nH]c2ccccc12)NNC(=O)c1ccccc1 | -1.1% | 24.1% | i | 3.8% | -9.8% | -1.7% | 6.0% | 3.8%
CCCCNC(=O)c1ccccc1NS(=O)(=O)c1ccc2c(c1)OCCO2 | 5.5% | 20.9% | i | 8.2% | 0.0% | -0.3% | -0.6% | -5.5%
O=c1[nH]c(CCl)nc2cc(-c3ccc(Cl)cc3)sc12 | -4.4% | 19.4% | -5.6%[57.5 µM] | -0.1% | -4.3% | -5.9% | 8.6% | 7.0%
CCOc1ccc(C(=O)C(CN2CCOCC2)c2ccccc2)cc1 (centres undefined) | 0.0% | · | -33.7%[inhibitor] | -0.1% | ? | 12.5% | -1.4% | 13.7%

Profiles from above. Screens in order: EPAC2 agonist | FUS yeast rescue | PTHR1 ag | EPAC1 agonist | TDP43 rescue | aSyn yeast inh | EPAC1 antag | EPAC2 antag
Record of C=C(C)C1CC=C(CN2CCN(Cc3ccccc3)CC2)CC1 (centres undefined) → -0.5% | 14.9% | -91.9%[inhibitor] | -8.1% | -24.6% | ? | 3.5% | 8.7%
Record of CCOC(=O)/C=C(C)\C=C\c1c[nH]c2ccccc12 → 21.9% | 17.6% | -40.7%[inhibitor] | 13.5% | ? | -42.3%[inhibitor] | -15.6% | -5.0%

(list continues)
SMILES | EPAC2 agonist | FUS yeast rescue | PTHR1 ag | EPAC1 agonist | TDP43 rescue | aSyn yeast inh | EPAC1 antag | EPAC2 antag
COc1ccc(C2C(C#N)=C(N)OC3=C2C(=O)CCC3)c(OC)c1OC (centres undefined) | 7.6% | · | ? | -1.0% | -12.1% | -3.6% | -15.0% | 1.2%
O=C(CC(=O)NN=Cc1ccc2c(c1)CCC2)NN=Cc1ccc2c(c1)CCC2 | 0.5% | · | -20.1% | 6.4% | 27.7% | -3.4% | 3.7% | -5.7%
Cc1ccc(CN2CCC(Oc3ccc(C(=O)NCc4ccccn4)cc3)CC2)o1 | 5.1% | -14.9% | i | -15.6% | 9.5% | 2.4% | 19.3% | 6.2%
CC(=O)c1ccc(Oc2cc(C)nc(-n3nc(C)cc3C)n2)cc1 | -2.5% | -30.7% | -17.3% | 4.7% | 4.7% | -7.7% | 1.2% | 5.7%
NC(=O)CSc1cn(Cc2cccc(F)c2)c2ccccc12 | -1.1% | 7.9% | -27.4% | -0.4% | -6.2%[0.397 µM] | 7.1% | -22.8% | -19.5%
COc1ccc(S(N)(=O)=O)cc1C(=O)OCC(=O)Nc1sccc1C#N | 8.2% | -10.0% | -16.8% | 7.4% | -0.9% | 5.3% | -16.1% | 3.1%
O=C(NCCc1ccco1)C(=O)NCC1OCCCN1S(=O)(=O)c1ccc(Cl)cc1 (centres undefined) | 0.4% | · | i | 1.5% | 0.6% | 7.6% | 3.4% | 4.5%
COc1ccc(Cl)cc1NC(=O)C1CC(c2c(F)cccc2Cl)=NO1 (centres undefined) | 5.1% | 7.5% | i | 9.8% | ? | 5.2% | 17.2% | -5.5%
CC(C)CC(=O)C(=O)O | 1.2%&1.5% | -8.3%&-23.5% | -18.4%&-34.1% | -2.7%&-4.8% | 27.3%&11.2% | 2.1%&5.0% | 4.6%&-14.4% | -6.3%&-5.3%
CSCCC(NS(=O)(=O)c1ccccc1F)C(=O)NCCCn1nc(C)cc1C (centres undefined) | -2.4% | -12.2% | -14.8% | -6.7% | 19.8% | 6.8% | 8.4% | 14.2%
CN(Cc1c(C(=O)N/N=C/c2cccc(F)c2)nnn1-c1nonc1N)C1CCCCC1 | -5.4% | -0.4% | -20.4% | -5.9% | 4.9% | 0.8% | 7.9% | 1.8%
Cc1cc(NC(=O)c2cc3cccc([N+](=O)[O-])c3[nH]2)ccc1F | 2.5% | 4.9% | -45.8%[inhibitor] | 8.7% | 17.5% | -13.2% | -9.9% | 6.4%

Given with values under each structure: entries from further up
The line under a structure holds: EPAC2 agonist, FUS yeast rescue, PTHR1 ag, EPAC1 agonist, TDP43 rescue, aSyn yeast inh, EPAC1 antag, EPAC2 antag
CC(=O)c1ccc(Oc2cc(C)nc(-n3nc(C)cc3C)n2)cc1
  -2.5%, -30.7%, -17.3%, 4.7%, 4.7%, -7.7%, 1.2%, 5.7%
NC(=O)CSc1cn(Cc2cccc(F)c2)c2ccccc12
  -1.1%, 7.9%, -27.4%, -0.4%, -6.2%[0.397 µM], 7.1%, -22.8%, -19.5%
